p-CIP stab down – compounds decreasing mouse p/CIP protein stability. AID 1984. 0.01% of 290,000 active. decrease of EGFP signal, % at 10 µM. F442A p/CIP-EGFP cells, EGFP fluorescence, 16 h. Q05BA5;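 active = EGFP signal decrease of at least 30% at 10 µM or well 3 SD below plate mean, unless failing retest; inactive = the rest, including hits failing retest or dose response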; also: some compounds called inactive have numbers as strong as hits; many of its hits are not listed in these tables
CRFR2-BP antag – CRF-BP/CRF-R2 complex antagonism. HEK293 CRF-R2/CRF-BP, CRF-induced calcium fluorescence. inhibition, % at 11.8 µM. 0.59% of 350,000 active. AID 588475;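 active = inhibition of the ligand-induced calcium signal above about 50% at the single tested concentration, limit read from the data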
IDE inh – inhibits human insulin-degrading enzyme in HEK cells | P14735 | FAbetaB cleavage, fluorescence polarization | inhibition, % at 5.59 µM | 0.41% of 320,000 active | AID 434962;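 active = percent inhibition above the average of all tested compounds plus 3 SD, set per screening campaign, cut at about 16% in these data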;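 also: IDE supplied by intact live HEK cells; FP after avidin binding of uncleaved biotin substrate so inhibition keeps polarization high; 0% = DMSO wells and 100% = 60 µM reference IDE inhibitor Ii1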
GalR3 antagonist – antagonists of human GalR3; AID 651719; 0.44% of 360,000 active; inhibition, % at 3 µM; HEK293 GalR3-CNG cAMP membrane potential fluorescence; galR3 body fused to GalR1 C-terminus;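 active = inhibition above the screen-wide average plus 3 SD, cut at about 13% in these data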;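 also: forskolin and galanin both at EC90 stimulate the cells; cAMP rise reported by CNG channel membrane potential dye signal; 0% = forskolin plus galanin with DMSO and 100% = forskolin alone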
MEKK3 PB1 HTS – MEKK3-MEK5 PB1 interaction, increase or decrease | bead-based flow cytometry, Alexa488-MEK5 binding to MEKK3; actives lie on both sides; 0 = blocked by unlabeled MEK5, 100 = vehicle | 1.4% of 290,000 active | Q99759 | binding response (% of control), % at 10 µM;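 active = binding response more than 3 SD above or below the average of its plate-row segment, actives on both sides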;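 also: Alexa488 bead fluorescence after subtracting the streptavidin-only scavenger bead signal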
Target sequence (Q99759 whole entry, looked up): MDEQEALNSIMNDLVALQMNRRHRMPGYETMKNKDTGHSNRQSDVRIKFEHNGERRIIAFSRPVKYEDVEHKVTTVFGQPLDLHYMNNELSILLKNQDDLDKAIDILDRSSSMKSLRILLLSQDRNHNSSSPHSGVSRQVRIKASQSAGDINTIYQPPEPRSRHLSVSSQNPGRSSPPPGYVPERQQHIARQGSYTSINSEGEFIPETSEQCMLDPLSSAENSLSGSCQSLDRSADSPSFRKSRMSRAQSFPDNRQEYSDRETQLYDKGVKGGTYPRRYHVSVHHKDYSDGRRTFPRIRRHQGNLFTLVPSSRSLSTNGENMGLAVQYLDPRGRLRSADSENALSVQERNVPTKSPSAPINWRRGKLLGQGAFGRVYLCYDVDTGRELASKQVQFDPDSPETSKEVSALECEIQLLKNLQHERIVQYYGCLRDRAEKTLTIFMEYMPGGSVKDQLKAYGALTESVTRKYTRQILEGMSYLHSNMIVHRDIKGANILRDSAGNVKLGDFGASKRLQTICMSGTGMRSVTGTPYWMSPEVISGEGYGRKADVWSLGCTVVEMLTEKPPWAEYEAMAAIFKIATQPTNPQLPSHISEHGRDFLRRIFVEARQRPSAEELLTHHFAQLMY
CHRM4 PAM – positive allosteric modulators of human muscarinic M4 receptor; activation, % at 3 µM; 0.4% of 360,000 active; P08173; CHO-K1 hM4/Gqi5, Fluo-8 calcium fluorescence, ACh EC20; 0% = ACh EC20, 100% = maximal ACh; AID 624126;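 active = activation above its plate's cutoff, the mean activation of sample wells plus 3 SD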; also: some results filed as inactive read as strong as hits
IDE act – activators of human insulin-degrading enzyme in cells; 0.073% of 340,000 active; activation, % at 5.96 µM; HEK cells, FAbeta-B cleavage, fluorescence polarization; 0% vehicle, 100% cell-free pure enzyme wells; P14735;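 active = activation above the mean of all tested compounds plus 3 SD, set per screening campaign, cut at about 17% in these data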
CRFR2-BP ag – agonists of human CRF-binding protein/CRF-R2 receptor complex; HEK293 CRF-R2/CRF-BP, calcium dye fluorescence (FLIPR); percent of saturating CRF peptide response; activation, % at 13.2 µM; 0.46% of 350,000 active; AID 588473;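 active = activation of at least 50%, plus an integration ratio under a set limit after plate pattern correction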;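 also: plate controls were neutral control wells without compound for no effect and CRF at EC100 for full effect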
PHOSPHO1 inh – inhibitors of human PHOSPHO1 phosphatase; Q8TCT1; 1.1% of 290,000 active; recombinant PHOSPHO1, absorbance phosphatase assay; AID 1565; inhibition, % at 13.3 µM; in the data active = inhibition above about 60%
Target sequence (Q8TCT1 whole entry, looked up): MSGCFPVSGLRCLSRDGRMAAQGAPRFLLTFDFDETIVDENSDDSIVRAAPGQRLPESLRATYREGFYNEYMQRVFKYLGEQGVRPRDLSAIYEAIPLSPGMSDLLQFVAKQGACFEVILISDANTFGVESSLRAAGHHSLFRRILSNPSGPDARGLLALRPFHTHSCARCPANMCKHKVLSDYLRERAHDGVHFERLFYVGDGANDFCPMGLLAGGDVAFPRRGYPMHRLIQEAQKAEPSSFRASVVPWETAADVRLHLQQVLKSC
Starred values were filed as active, the others as inactive; / = not tested or not shown.

SMILES	p-CIP stab down	CRFR2-BP antag	IDE inh	GalR3 antagonist	MEKK3 PB1 HTS	CHRM4 PAM	IDE act	CRFR2-BP ag	PHOSPHO1 inh
CCCc1nc2ccccc2n1CCc1ccccc1	-3	-7	3	-9	101	1	4	0.5	-10
CCOc1ccc(C(=O)N(Cc2ccc(OC)cc2)Cc2cc3cc(OC)ccc3[nH]c2=O)cc1	-4	-10	0	-1	109	6	4	-0.2	-15
Cc1[nH]c2ccccc2c1C(=O)NS(=O)(=O)Nc1ccc(Cl)cc1	9	14	4	-6	97	0	4	0.4	24
CCn1c(N2CCC(C)CC2)nc2c1c(=O)n(C)c(=O)n2C	-3	1	1	9	99	12	6	-2.7	-1
Cc1cccc(OC(C)C(=O)OCC(=O)Nc2sccc2C(N)=O)c1 (stereo unspecified)	/	-5	4	-5	/	-6	-7	-0.1	/
Cc1cc(/C=C(\C#N)C(=O)Nc2ccccc2)c(C)n1-c1ccc2c(c1)OCO2	-5	15	7	-4	104	0	1	-0.8	-11
Cc1[nH]c(C)c(S(=O)(=O)N2CCc3ccccc32)c1C(=O)N1CCCCC1	-3	1	-2	-1	102	2	5	-0.6	11
CCN1C(=O)CS/C1=N\S(=O)(=O)c1ccc(C)cc1	-3	8	1	-2	/	4	2	2.0	16
CCN(CC)S(=O)(=O)c1cccc(C(=O)N/N=C2\CCCC(=O)C2)c1	0	1	0	-3	96	-4	6	1.2	25
COc1ccc(Cl)cc1C(=O)Nn1c(-c2cccs2)nc2ccccc2c1=O	3	-8	-11	-1	104	-4	3	0.4	-14
Cc1ccccc1Oc1nnc(-c2cccs2)c2ccccc12	-18	-35	/	-3	100	-5	1	15	-2
CCCCNC(=S)NNC(=O)c1sccc1C	-4	-10	-1	/	101	7	8	1.3	-11
CCOC(=O)C(C)Oc1ccc2c(-c3cccc([N+](=O)[O-])c3)cc(=O)oc2c1 (stereo unspecified)	0	29	1	-12	97	0	0	-0.3	-9
CCOc1ccc2oc(-c3ccccc3)c(C(=O)O)c2c1	3	37	0	1	93	-3	-3	-2.7	9
CN(C)S(=O)(=O)Oc1ccccc1C(=O)Nc1cccc(C(F)(F)F)c1	-6	17	5	-2	108	0	3	-1.1	54
COc1ccc(NC(=O)c2ccccc2NC(=O)CSc2ccc(C)cc2)cc1	-7	-1	1	-3	82	-3	2	-0.5	27
CC/S(CC1CC1(Cl)Cl)=N\S(=O)(=O)c1ccc(C)cc1 (stereo unspecified)	-1	-8	5	-6	96	8	2	-2.3	2
CSc1ccc(CN2CCC(Cc3ccccc3)CC2)cc1	-102	-3	-2	-12	105	-18	0	1.1	/
COc1cc(NC(=O)CC(C)S(=O)(=O)c2ccc3c(c2)NC(=O)CO3)cc(OC)c1OC (stereo unspecified)	1	-1	-2	5	101	-4	8	1.6	37
CC(C)NC(=O)c1ccccc1NC(=O)C1COc2ccccc2O1 (stereo unspecified)	10	-1	4	-1	113	-1	3	-1.1	-14
Cc1nn(CC(=O)Nc2ccc(C(=O)N(C)C)cc2)c(=O)c2ccccc12	3	11	-4	-4	92	1	-1	4.4	1
CCOP(=O)(OCC)c1nc(-c2ccc(F)cc2)oc1NCc1ccccc1	0	-44	0	-9	100	-2	4	-6.9	47
Cc1cccc(NS(=O)(=O)c2cnc[nH]2)c1	0	0	2	5	99	-1	0	0.8	5
O=C(O)CCc1nn2c3ccccc3n(CCN3CCCCC3)c2nc1=O	1	-2	-1	-4	69	12	3	-0.9	0
Cc1ccccc1CSc1nnc(-c2ccccc2)c(=O)[nH]1	2	-1	0	0	106	7	5	3.0	-7

Three records drawn at random from the list so far:
SMILES	p-CIP stab down	CRFR2-BP antag	IDE inh	GalR3 antagonist	MEKK3 PB1 HTS	CHRM4 PAM	IDE act	CRFR2-BP ag	PHOSPHO1 inh
O=C(O)CCc1nn2c3ccccc3n(CCN3CCCCC3)c2nc1=O	1	-2	-1	-4	69	12	3	-0.9	0
Cc1ccccc1Oc1nnc(-c2cccs2)c2ccccc12	-18	-35	/	-3	100	-5	1	15	-2
CCN(CC)S(=O)(=O)c1cccc(C(=O)N/N=C2\CCCC(=O)C2)c1	0	1	0	-3	96	-4	6	1.2	25

(cont.)
SMILES	p-CIP stab down	CRFR2-BP antag	IDE inh	GalR3 antagonist	MEKK3 PB1 HTS	CHRM4 PAM	IDE act	CRFR2-BP ag	PHOSPHO1 inh
CCn1c(CC(=O)Nc2ccc(F)cc2)nnc1SCC(=O)Nc1nncs1	-9	4	-8	-4	101	5	-1	0.0	28
COc1ccccc1CNc1ncc(-c2ccc(F)cc2)n1C	-10	5	-4	-13	95	-10	-2	-0.3	25
CC(=O)C1=C(C)NC(SCC(=O)c2ccc(Cl)cc2)=C(C#N)C1c1ccco1 (stereo unspecified)	3	-23	0	-6	93	5	-1	4.4	59
O=C(Nc1ccccc1)N(Cc1ccccc1)C1=NCCS1	-7	0	1	-4	97	2	2	0.6	18
O=C(NCCc1ccncc1)Nc1ccccc1	9	-5	2	-2	111	2	4	0.0	-13
O=C(CCSCCc1ccccn1)Nc1ccccn1	11	10	3	-2	101	7	2	1.0	15
Cc1c(C(=O)N2CCCCC2)c(S(=O)(=O)N2CCN(c3ccc(Cl)cc3)CC2)c(C)n1C	9	24	7	-6	102	6	1	0.3	32
C=CCNC(=O)C(C)Sc1ccc(Cl)cc1 (stereo unspecified)	-5	2	3	-5	104	1	9	-4.2	1
CCCOc1ccc(C(O)CCNC(CC(=O)O)c2ccccc2)cc1 (stereo unspecified)	-3	-5	1	-1	97	5	4	0.1	3
CCOC(=O)N1CCC(NC(=O)CC(NS(=O)(=O)c2ccc(C)cc2)c2ccco2)CC1 (stereo unspecified)	-16	6	1	-1	104	-1	5	0.5	17
CCS(=O)(=O)N1Cc2ccccc2CC1C(=O)Nc1ncc(C)s1 (stereo unspecified)	14	-7	7	-6	103	3	3	-1.9	-27
CN1c2ccsc2/C(=N/Nc2ccccc2)CS1(=O)=O	6	-60	4	-1	102	-3	1	-2.3	-74
Cc1ccc(C(=O)O/N=C(\N)c2ccc(Br)cc2)cc1	-8	-3	4	-4	/	-4	3	1.7	12
O=C(O)c1cccc(S(=O)(=O)Nc2ccc3[nH]c(=O)[nH]c3c2)c1	3	-1	7	-2	116	5	1	1.6	10
Cc1ccn2c(=O)nc(SCC(=O)N3CCC(Cc4ccccc4)CC3)nc2c1	/	6	7	-3	/	-10	-2	-1.2	/
CC(C)(C)NCC(O)COc1c(F)cc(Br)cc1F (stereo unspecified)	-11	13	2	-8	102	9	0	0.1	-1
CCN(CC(=O)Nc1c(F)cccc1F)C(=O)c1csc2c1CCCC2	/	1	-2	-3	/	-3	0	-0.7	/
CC(/C=N\Nc1nnc2c(n1)[nH]c1c(C)cccc12)=C\c1ccco1	-4	17	3	1	102	0	-1	-0.6	23
O=C(NCc1cccnc1)C1CCN(S(=O)(=O)N2CCC3(CC2)OCCO3)CC1	4	15	1	1	85	0	-5	-0.6	40
O=C(O)c1ccccc1NC(=O)C(Cc1ccccc1)N1C(=O)c2ccccc2C1=O (stereo unspecified)	11	-25	7	-9	106	1	0	-0.4	18
Cn1c(SCC(=O)NCc2ccc(F)cc2)nc2c([nH]c3ccccc32)c1=O	-12	/	6	2	102	/	/	/	25
COc1ccc(C2=NO[C@@H]3C(=O)N(Cc4ccccc4)C(=O)[C@H]23)c(OC)c1	4	5	4	-6	103	-7	/	-4.9	6
CN(C(=O)COC(=O)CNC(=O)c1ccc2ccccc2c1)c1c(N)n(Cc2ccccc2)c(=O)[nH]c1=O	-1	0	4	0	105	3	1	0.2	9
COc1ccc(-n2nc3c(c2NC(=O)CCCl)CSC3)cc1	-3	0	/	-4	101	-1	0	1.6	24
CCOC(=O)c1ccccc1NC(=O)CSc1nc(N)cc(=O)[nH]1	-4	0	-2	-6	98	4	-4	-0.3	0

Limited to CRFR2-BP ag, IDE inh and CHRM4 PAM, for five of the compounds above:
mol	CRFR2-BP ag	IDE inh	CHRM4 PAM
O=C(O)CCc1nn2c3ccccc3n(CCN3CCCCC3)c2nc1=O	-0.9	-1	12
Cc1ccc(C(=O)O/N=C(\N)c2ccc(Br)cc2)cc1	1.7	4	-4
CC(C)(C)NCC(O)COc1c(F)cc(Br)cc1F (stereo unspecified)	0.1	2	9
O=C(Nc1ccccc1)N(Cc1ccccc1)C1=NCCS1	0.6	1	2
CC(/C=N\Nc1nnc2c(n1)[nH]c1c(C)cccc12)=C\c1ccco1	-0.6	3	0

(list continues)
SMILES	p-CIP stab down	CRFR2-BP antag	IDE inh	GalR3 antagonist	MEKK3 PB1 HTS	CHRM4 PAM	IDE act	CRFR2-BP ag	PHOSPHO1 inh
Cc1ccc(CNC(=O)C2CCN(S(=O)(=O)N3CCOCC3)CC2)cc1	-3	5	1	-6	93	10	0	1.6	31
C=CCc1cc(C)ccc1OCCCn1ccnc1	10	-2	5	-1	96	-7	3	-0.7	-16
Cc1cccc(C)c1NC(=O)CN(C1CCCCC1)S(C)(=O)=O	6	0	3	-9	97	-4	0	2.1	-1
CCOC(=S)SCC(=O)N1CCc2cc(OC)c(OC)cc2C1C1C(=O)CC(C)(C)CC1=O (stereo unspecified)	-12	-14	6	6	101	4	-2	1.7	-9
Cc1nn(C)cc1CN(C)C(=O)c1cc(COc2ccc(F)cc2F)on1	-22	6	5	1	90	3	2	-0.6	64*
O=C1CN=C(Nc2ccccc2Cl)N1c1ccccc1	-28	26	1	-6	106	1	1	-1.5	20
Cc1nc(NCCN2CCOCC2)c2nnn(Cc3ccccc3Cl)c2n1	-26	-8	-4	-6	86	5	-2	0.5	-38
CCN1C(=O)C2(C(C#N)=C(N)Oc3n[nH]c(-c4ccccc4)c32)c2ccccc21 (stereo unspecified)	2	-10	-1	-1	101	10	5	-0.2	8
Clc1nc(NCCN2CCOCC2)nc(NCc2ccccc2)n1	17	0	-2	-4	105	0	0	3.0	-19
COc1ccc(-c2nc3c(c(=O)c4ccccc4n3C)c(=O)n2Cc2ccccc2)cc1	-2	-37	2	-1	149*	1	5	53*	11
Cc1ccc(C)c(NC(=O)CN(C)C(=O)c2cc3ccccc3oc2=O)c1	/	-2	7	-1	/	-2	-2	-1.6	/
C/C(=N\NC(=O)C1CC1c1ccccc1)c1ccc(C)s1 (stereo unspecified)	-4	-11	-1	-2	98	4	0	1.1	2
COc1cc(N(C)C)c([N+](=O)[O-])cc1C(=O)N1CCOCC1	1	3	2	-5	96	4	0	-1.0	9
C/C(=N\OCC(=O)OC(C)C(=O)Nc1ccc(C(N)=O)cc1)c1ccc2c(c1)OCO2 (stereo unspecified)	-1	-2	-4	-5	95	-6	5	0.1	24
CCc1ccc2[nH]c(=O)c(CN(Cc3ccco3)S(=O)(=O)c3ccc4c(c3)OCCO4)cc2c1	-8	-46	2	-6	99	-2	4	-2.1	-11
O=C(CSc1ccc2nnc(-c3ccccn3)n2n1)Nc1ccccc1F	-12	0	2	-1	101	-5	7	0.5	22
Cc1cccn2c(=O)c3cc(C(=O)NCCCN4CCCC4=O)n(C)c3nc12	-32	3	-2	-1	89	6	6	-4.2	7
COc1ccc(NC(=O)CN2CCN(c3ccccc3F)CC2)cc1	-8	15	-1	-1	101	19	-4	0.4	6
COc1ccccc1CNC(=O)COC(=O)C1CCN(S(=O)(=O)c2ccc(C)c(C)c2)CC1	/	6	-1	2	/	2	3	1.3	/
Cc1nn(Cc2ccccc2)c(=O)n1N(C)c1ncc(C(F)(F)F)cc1Cl	-3	-3	4	0	104	-4	-1	-2.1	3
CC(=O)C1CCN(Cc2ccccc2)CC1	-26	2	-7	4	104	5	7	6.8	4

From PubChem BioAssay
